# Assay outcomes deposited in PubChem BioAssay by several laboratories.
# MLLE-PAM2 inh = inhibitors of PABP1 MLLE–PAM2 peptide binding, primary screen, biochemical, fluorescence polarization, FITC-PAM2, GST-MLLE. inhibition, % at 20 µM. AID 588489, 2011. Polyadenylate-binding protein 1 (Homo sapiens), P11940. hit rate 0.36% among 360,000; in the data active = inhibition above about 35%, passing the limit was not always enough;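 note: plate controls were DMSO wells with GST-MLLE for no effect and wells lacking GST-MLLE protein for full effect; some results filed as inactive read as strong as hits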
# Neddylation inh = inhibitors of cullin neddylation, primary screen, biochemical, TR-FRET, uHTS, NAE and Ubc12; calls only at 25 µM; hit rate 0.58% among 360,000; AID 651699, 2012; in the data active = inhibition above about 36%
# Rpn11 block = Rpn11 (PSMD14) deubiquitinase inhibitors, primary screen, biochemical, fluorescence polarization, uHTS; human 26S proteasome, Ub4-pepOG fluorescence polarization; 20S core pre-blocked with epoxomicin; AID 588493, 2011; hit rate 0.59% among 360,000; calls only at 20 µM;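 active = inhibition at 20 µM, scaled to each plate's controls, above about 33%, limit read from the data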
# Target sequence (O00487 whole entry, looked up): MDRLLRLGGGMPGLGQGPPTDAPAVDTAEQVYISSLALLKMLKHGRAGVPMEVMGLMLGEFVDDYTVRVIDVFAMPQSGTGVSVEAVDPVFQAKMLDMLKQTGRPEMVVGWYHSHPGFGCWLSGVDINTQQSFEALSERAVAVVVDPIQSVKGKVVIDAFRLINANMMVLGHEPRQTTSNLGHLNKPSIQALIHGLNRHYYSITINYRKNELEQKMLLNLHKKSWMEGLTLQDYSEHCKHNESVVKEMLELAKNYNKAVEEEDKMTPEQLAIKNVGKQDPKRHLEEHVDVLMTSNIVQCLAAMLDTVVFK
# MT1-MMP act inh = blockers of MT1-MMP proenzyme processing, primary screen, HT1080 RFP-PRO-GFP cells, GFP/RFP fluorescence; Matrix metalloproteinase-14 (Homo sapiens), P50281; GFP/RFP ratio change, % at 20 µM; hit rate 0.061% among 360,000; GFP/RFP ratio fluorescence, overnight; percent of plate control window, DMSO zero; AID 651647, 2012;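 active = GFP/RFP ratio change of at least 30% with cell ATP level not reduced by more than half and red fluorescence within 50% of control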; note: strong numbers were not always called active
#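 Material: RFP-PRO-GFP reporter HT1080 cells. Dosing: single-point 20 µM compound, 1% DMSO. Controls: DMSO and RFP-L50D-GFP cell wells. Timing: cells overnight before dosing, compound overnight, 37 °C, 5% CO2. Measure: GFP/RFP fluorescence ratio.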
# NadD inh = inhibitors of S. aureus NadD, primary screen, biochemical, colorimetric, uHTS | Nicotinate-nucleotide adenylyltransferase NadD (Staphylococcus aureus N315) | purified NadD enzyme, colorimetric absorbance read-out | inhibition, % at 20 µM | hit rate 0.78% among 360,000; in the data active = inhibition above about 26%; note: some compounds past the cut are filed as inactive
# SKN-1 block = suppressors of acrylamide-induced Pgst-4::GFP reporter in worms, primary screen, SKN-1 inhibitor project, whole organism, uHTS, GFP/RFP fluorescence ratio, strain VP596. C. elegans VP596 Pgst-4::GFP/RFP ratio, 24 h. inhibition, % at 21.8 µM. hit rate 0.49% among 360,000;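 active = interference check ratio from 0.5 to 1.5 plus GFP to RFP signal ratio inhibition reaching or exceeding a fixed threshold, cut at about 30% in these data, passing the limit was not always enough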; note: some compounds called inactive have numbers as strong as hits
# CSN deneddyl inh = inhibitors of CSN-mediated cullin deneddylation, primary screen, biochemical, fluorescence polarization, uHTS | COP9 signalosome complex subunit 5 (Homo sapiens), Q92905 | Purified CSN, SCF-Nedd8-OG deneddylation | inhibition, % at 12.5 µM | hit rate 0.38% among 360,000;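 active = pattern-corrected inhibition above about 35%, with an unprinted fluorescence ratio check between 0.5 and 1.5, limit read from the data, passing the limit was not always enough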;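 note: 0% = enzyme with substrate and 100% = substrate without enzyme; some results filed as inactive read as strong as hits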
# Target sequence (Q92905 whole entry, looked up, one chain of several): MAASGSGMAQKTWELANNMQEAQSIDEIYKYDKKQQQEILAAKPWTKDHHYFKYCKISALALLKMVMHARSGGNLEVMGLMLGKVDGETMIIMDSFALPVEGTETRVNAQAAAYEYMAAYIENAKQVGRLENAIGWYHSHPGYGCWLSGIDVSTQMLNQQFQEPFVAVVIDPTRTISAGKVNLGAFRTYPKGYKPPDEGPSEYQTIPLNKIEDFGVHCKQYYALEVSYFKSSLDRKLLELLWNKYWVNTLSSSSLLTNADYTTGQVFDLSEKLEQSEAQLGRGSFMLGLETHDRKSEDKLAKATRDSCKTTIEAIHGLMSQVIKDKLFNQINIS
#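 Assay system: Purified human Csn5 enzyme expressed in HEK293T cells | Amount: Enzyme 0.24 nM | Measured by: Fluorescence polarization readout | Medium: Tris/NaCl/DTT buffer, pH 7.5 | Compound dosing: One concentration, 12.5 µM, 0.25% DMSO | Times: 90 min incubation of compound, enzyme and substrate at room temperature | Control set: no-enzyme wells high, enzyme-with-substrate wells low | Read-out: % inhibition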
# FAS-TE inh = FAS thioesterase domain inhibitors, primary screen, biochemical, fluorescence intensity, uHTS | Fatty acid synthase (Homo sapiens), P49327 | inhibition, % at 15 µM | recombinant FAS-TE, OMFH fluorogenic substrate, fluorescence endpoint | hit rate 0.67% among 360,000;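 active = compounds whose normalised, plate-corrected inhibition of enzyme fluorescence in the single-dose primary screen is 50% or more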;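 note: 0% = DMSO with enzyme and 100% = substrate without enzyme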
# Rin1 Abl inh = inhibitors of Rin1-Abl protein binding, primary screen, biochemical, TR-FRET. Tyrosine-protein kinase ABL1 (Homo sapiens) + Ras and Rab interactor 1 (Homo sapiens), …. inhibition, % at 7.35 µM. hit rate 0.4% among 360,000. AID 588664, 2011; in the data active = inhibition above about 5%, passing the limit was not always enough
# An asterisk follows results filed as active; i = inactive; / = not tested or not shown. This is a random part of the collection; 3.9% or so of the library scored in one or more.
# Second line of a record – SKN-1 block	Rpn11 block	MT1-MMP act inh	MLLE-PAM2 inh	CSN deneddyl inh	Rin1 Abl inh	FAS-TE inh	Neddylation inh	NadD inh
> CN=C(Nc1ccc(C(=O)OC)s1)c1ccccc1
 : 7.2	i	-3.7	11.7	-8.4	-1.7	-2.9	i	-7.0
> C=C(C)COc1ccc(-c2[nH]ncc2Oc2ccccc2OCC)c(O)c1
 : 1.2	i	-2.8	12.1	-3.5	-3.3	-11.0	i	-4.4
> CC(Sc1nnnn1-c1ccccc1)C(=O)NC1CCCC1 (stereo unspecified)
 : 5.8	i	-0.9	12.4	2.8	2.0	-5.7	i	7.3
> O=C(c1ccco1)N1CCN(c2ccc([N+](=O)[O-])cc2Cl)CC1
 : 2.8	i	3.7	5.2	-0.9	-1.8	7.4	i	-7.3
> COc1ccc(C2NC(c3ccc(OC)cc3OC)C(C)C(=O)C2C)c(OC)c1 (stereo unspecified)
 : -2.6	i	-4.0	-0.6	2.4	2.0	-2.7	i	3.4
> CC1CCc2cc(F)ccc2N1C(=O)c1cc2nc(-c3ccco3)cc(C(F)(F)F)n2n1 (stereo unspecified)
 : 2.8	i	-9.5	-10.3	0.8	-0.5	16.2	i	3.9
> CC(C(=O)Nc1nc(-c2ccc(F)c(F)c2)cs1)N1C(=O)C2CC=CCC2C1=O (stereo unspecified)
 : 15.2	i	-2.1	10.6	5.2	-0.3	22.2	i	-1.7
> Cc1cc(C)n2ncc(C(=O)Nc3cccc(O)c3)c2n1
 : 4.6	i	-0.6	-5.4	2.9	-2.2	-4.4	i	-3.6
> O=C(NCC(c1ccco1)N1CCCC1)c1ccc(Cl)c(S(=O)(=O)N2CCc3ccccc32)c1 (stereo unspecified)
 : -2.9	i	5.6	-29.5	9.7	1.4	9.4	i	16.8
> COc1ccc(-c2cc(C(=O)O)c3sc(N4CCCCC4)nc3n2)cc1OC
 : -5.4	i	10.1	2.7	-2.6	-2.1	-7.7	/	-0.5
> CCOC(=O)c1c(C)n(C)c2ccc(OC)c(NC(=O)CN3CCC4(CC3)OCCO4)c12
 : -8.2	i	9.2	-13.1	1.8	-1.9	-3.8	i	-1.5
> O=C(Nc1ccc(-n2nncc2-c2ccco2)cc1)c1ccc(F)cc1
 : -7.1	i	10.7	-4.3	-1.8	1.5	12.8	i	-3.8
> CCCCc1nnc(NC(=O)c2ccc3[nH]c(=O)c(=O)[nH]c3c2)s1
 : -1.5	i	4.5	0.8	4.5	4.2	-7.9	i	0.1
> Cc1nc(SCc2nc3ccc(F)cc3[nH]2)c2oc3ccccc3c2n1
 : 10.3	i	-2.6	-8.2	6.6	-0.7	3.8	i	2.7
> COC(=O)c1ccccc1NC(=O)c1noc2c1CC(C(C)(C)C)CC2 (stereo unspecified)
 : 9.4	i	8.6	-13.6	-8.6	0.4	22.0	i	-6.4
> CCn1cc(CNC(=O)c2cc(-c3ccccc3OC)nc3ccccc23)c(C)n1
 : 1.9	i	4.3	-2.4	-1.3	-1.8	-0.3	i	-1.6
> CCOC(=O)N1CCN(Cc2ccccn2)CC1
 : -2.6	i	3.5	-5.2	-2.4	1.7	-3.4	i	1.2
> O=C(O)c1cc([N+](=O)[O-])ccc1NCCCc1ccccc1
 : -1.4	i	4.3	-0.1	-1.0	0.2	3.1	i	-2.3
> COc1cc(S(=O)(=O)N2CCCCC2)ccc1NC(=O)c1ccccc1Cl
 : 6.0	i	2.0	-3.9	1.9	-0.6	12.1	i	-5.7
> COc1ccc(C(=O)N2CCN(S(=O)(=O)c3ccccc3)CC2)c(OC)c1
 : -2.0	i	4.2	0.9	2.6	4.0	-4.4	i	-1.4
> O=C1C(C2=NC(c3ccccn3)C3C(=O)N(c4ccc(Cl)cc4Cl)C(=O)C23)=C(O)c2ccccc21 (stereo unspecified)
 : -2.6	i	1.2	1.5	1.0	-0.2	0.4	i	8.2
> Cc1onc(-c2c(Cl)cccc2Cl)c1C(=O)Nc1ccc(N2CCOCC2)cc1
 : 6.2	i	-2.5	10.2	1.4	3.5	2.5	i	-0.7
> Cc1ccccc1NC(=O)/C(C#N)=C\c1cccnc1
 : -7.5	i	-4.4	-86.9	3.6	-0.7	-3.7	i	2.2
> Cc1ccc(N2CC(C(=O)N3CCC4(CC3)CC(=O)c3ccccc3O4)CC2=O)cc1C (stereo unspecified)
 : -10.2	i	1.9	11.5	-4.5	1.6	2.3	i	-0.8
> O=C(Cn1c(=O)oc2ccccc21)Nc1cccc(Cl)c1
 : -14.7	i	9.5	-0.3	1.5	0.2	6.6	i	-2.0
> CCNC(=S)NNC(=O)c1nn(C)c(C)c1Cl
 : 5.4	i	0.4	1.7	0.6	2.1	-5.5	i	-5.9
> COc1ccccc1NC(=O)CSc1nnnn1-c1ccccc1OC
 : -12.3	i	3.3	8.1	1.1	0.0	4.9	i	-3.1
> CC(Sc1ccc(S(=O)(=O)N(C)C)cn1)C(=O)NC1CCCC1 (stereo unspecified)
 : -27.1	i	-1.7	23.9	-2.9	4.2	-6.4	i	1.1
> COc1ccc(CCNC(=O)COC(=O)c2ncc(Cl)c(Cl)c2Cl)cc1OC
 : 6.8	i	-2.1	0.2	-5.3	2.7	-6.9	i	-3.8
> CCN(CC)C(=O)c1ccccc1NC(=O)CN1C(=O)c2ccccc2S1(=O)=O
 : 5.5	i	-0.3	0.1	-3.3	-0.7	-8.7	i	2.3
> CS(=O)(=O)N1CCC(NC(=O)Nc2ccc(OC(F)(F)F)cc2)CC1
 : 10.7	i	-2.0	0.0	-2.3	-2.0	-12.3	i	0.9
> CCN(CC)S(=O)(=O)c1ccc(C(C)NC(=O)C2CCCN2C(=O)c2cccs2)cc1 (stereo unspecified)
 : -1.0	i	-0.6	-74.1	3.6	-0.7	-5.4	i	13.5
> COc1cccc(CNc2ncc(-c3ccccc3)n2C)c1
 : -2.2	i	-0.3	11.2	3.5	0.1	-4.5	i	-5.8
> Cc1ccc(C)c(NC(=O)CN(C)C(=O)c2ccc(S(=O)(=O)N3CCCCCC3)cc2)c1
 : -8.1	i	1.2	-10.8	-0.2	0.7	-1.6	i	-0.4
> O=C(NCC1CCCO1)c1ccc(-c2ccccc2Cl)o1 (stereo unspecified)
 : 1.0	i	0.0	8.2	2.3	0.6	-3.1	i	2.3
> COc1ccc(CNCCCSc2ncccn2)c(OC)c1
 : 6.5	i	0.8	-3.4	2.0	-0.1	-1.0	i	4.0
> CC(C)(C)S(=O)(=O)/C(C#N)=C/c1cccn1S(=O)(=O)c1ccccc1
 : 7.2	i	-0.8	11.5	-1.0	-3.6	11.7	i	-3.1
> COc1cnc(NS(=O)(=O)c2ccc(N)cc2)nc1
 : 0.3	i	3.1	3.1	0.4	-4.0	-5.6	i	-0.3
> COc1ccc(Cl)cc1C(=O)NNC(=O)CCNS(=O)(=O)c1ccccc1
 : 6.9	i	-4.4	1.6	-1.6	0.4	-3.9	i	-0.2
> O=C(NCCO)c1ccc(Cl)c(Cl)c1
 : 22.6	i	-7.7	10.3	3.1	-0.2	-5.2	i	0.7
> CCOc1ccc(NC(=S)N2C3CCCC2CC(NC(=O)C2CC2)C3)cc1 (stereo unspecified)
 : 1.8	i	1.6	-55.6	3.9	3.0	-3.3	i	7.0
> Cc1cc(C)n(CCn2nc(C)cc2C)n1
 : 8.5	i	-1.9	5.4	5.8	0.8	-6.8	i	0.2
> COc1ccc([N+](=O)[O-])cc1NC(=O)C(C)NNC(=O)c1cccc([N+](=O)[O-])c1 (stereo unspecified)
 : -0.9	i	2.2	-0.8	1.4	0.1	56.2*	i	6.5
> O=S(=O)(Cc1ccccc1)NCCc1ccc(F)cc1
 : 19.5	i	3.4	-7.2	0.7	-1.4	-3.8	i	-3.9
> O=c1cc(C(F)(F)F)nc(SCc2cccnc2)[nH]1
 : 9.4	i	-0.3	-10.4	2.7	-0.1	-4.9	i	-1.4
> CC1(C)Cc2c(C#N)c(SCC(=O)c3ccccc3)nc(N3CCOCC3)c2CS1
 : 15.5	i	-14.4	2.3	1.6	3.5	24.4	i	3.9
> O=C(CN1C(=O)NC(Cc2c[nH]c3ccccc23)C1=O)Nc1ccccc1C(F)(F)F (stereo unspecified)
 : 4.7	i	-1.2	-16.2	-10.5	1.0	12.2	i	4.8
> CCOC(=O)c1c(-c2ccncc2)csc1N
 : 0.4	i	-10.6	16.1	-4.1	0.6	-5.4	i	1.4
> COc1ccc(C2CC(c3cccs3)=NN2C(=O)CCC(=O)O)cc1 (stereo unspecified)
 : 22.9	i	-2.2	-12.2	0.9	3.0	-4.5	i	-3.8
> COc1ccc(C(=O)/C=C2\NCC3c4ccccc4CCN3C2=O)cc1 (stereo unspecified)
 : -7.0	i	-8.8	18.7	2.5	1.8	-4.9	i	-0.5
> CCOC(=O)N1C2=NC(C(=O)OC)=C(C(=O)OC)[C@@H]3Nc4ccccc4[C@]23C[C@H]1C(=O)OC
 : 1.4	i	-1.3	-8.2	-1.1	2.2	-12.1	i	-2.8
> Cc1[nH]n(-c2ccccc2)c(=O)c1C1(C(F)(F)F)C(=O)N(c2ccccc2)C2=C1C(=O)CC(C)(C)C2 (stereo unspecified)
 : 4.8	i	0.9	5.7	-2.3	1.7	-3.1	i	2.1
> O=C1NC[C@H](Cc2ccc(O)cc2)N(C[C@H]2CCCN2C[C@H](Cc2ccc(O)cc2)N2C[C@H](Cc3ccc(O)cc3)N(CCc3ccccc3)C(=O)C2=O)C1=O
 : 15.2	i	4.4	10.1	-2.1	3.1	-8.7	i	8.6
> CCOCCOc1nc2c(c(=O)n(C)c(=O)n2C)n1Cc1ccc(C)cc1
 : 0.5	i	3.9	3.3	-1.9	-1.4	1.6	i	0.8
> CCn1cc(/C=C(\NC(=O)c2ccc(OC)c(OC)c2)C(=O)NCCCN2CCOCC2)c2ccccc21
 : 2.2	i	2.2	-9.7	6.7	-3.8	-7.9	i	-3.0
> Cc1ccc(-c2noc(CN3CCN(C(c4ccccc4)c4ccccc4)CC3)n2)cc1
 : -7.8	i	-8.4	0.2	1.5	2.4	26.9	i	2.9
> COCCNC(=O)c1nc2c(nnn2Cc2cc(C)ccc2C)c(=O)[nH]1
 : 11.8	i	8.4	3.5	4.2	1.8	-7.3	i	5.4
